Screening data (PubChem)
FBW7 act = human FBW7 E3 ligase activation, primary screen; Q969H0; AlphaScreen FBW7–phospho-cyclin E peptide binding, activator screen; normalized activity (activation), % at 26.1 µM; 0.13% of 650,000 active; AID 1259310; in the data active = normalized activity above about 1.9%;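 also: purified mutant Fbw7 with reduced substrate affinity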
TEAD-YAP block = TEAD-YAP interaction inhibition. HEK-TIYL cells, TEAD-Gal4/YAP UAS-luciferase luminescence. inhibition, % at 9.12 µM. 1.4% of 640,000 active; in the data active = inhibition above about 32%;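 also: 0% = median of test compound wells and 100% = reference inhibitor wells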
GPR151 activ = human GPR151 activation. Q8TDV0. PathHunter beta-arrestin GPR151 cells, luminescence. activation, % at 11.2 µM. 1% of 650,000 active. AID 1508602; in the data active = activation above about 4.9%;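 also: 0% = median of compound wells and 100% = cells with positive control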
Target sequence (Q8TDV0 whole entry, looked up): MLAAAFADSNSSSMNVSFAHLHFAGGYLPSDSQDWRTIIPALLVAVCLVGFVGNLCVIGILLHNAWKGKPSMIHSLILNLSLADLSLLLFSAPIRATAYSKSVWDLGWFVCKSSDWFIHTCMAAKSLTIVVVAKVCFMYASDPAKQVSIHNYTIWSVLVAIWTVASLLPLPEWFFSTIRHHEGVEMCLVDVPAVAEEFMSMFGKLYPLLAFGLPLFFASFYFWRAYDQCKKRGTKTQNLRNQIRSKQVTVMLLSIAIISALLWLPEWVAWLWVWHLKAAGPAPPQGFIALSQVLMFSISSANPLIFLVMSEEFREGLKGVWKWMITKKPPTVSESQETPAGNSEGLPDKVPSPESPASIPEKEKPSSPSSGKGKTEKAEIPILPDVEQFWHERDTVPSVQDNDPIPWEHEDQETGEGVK
MITF inh = inhibitors of human MITF | O75030 | AlphaScreen MITF homodimerization, bead proximity signal | inhibition, % at 2.6 µM | 0.91% of 650,000 active; in the data active = inhibition above about 50%;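 also: 0% = vehicle wells with protein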
Target sequence (O75030 whole entry, looked up): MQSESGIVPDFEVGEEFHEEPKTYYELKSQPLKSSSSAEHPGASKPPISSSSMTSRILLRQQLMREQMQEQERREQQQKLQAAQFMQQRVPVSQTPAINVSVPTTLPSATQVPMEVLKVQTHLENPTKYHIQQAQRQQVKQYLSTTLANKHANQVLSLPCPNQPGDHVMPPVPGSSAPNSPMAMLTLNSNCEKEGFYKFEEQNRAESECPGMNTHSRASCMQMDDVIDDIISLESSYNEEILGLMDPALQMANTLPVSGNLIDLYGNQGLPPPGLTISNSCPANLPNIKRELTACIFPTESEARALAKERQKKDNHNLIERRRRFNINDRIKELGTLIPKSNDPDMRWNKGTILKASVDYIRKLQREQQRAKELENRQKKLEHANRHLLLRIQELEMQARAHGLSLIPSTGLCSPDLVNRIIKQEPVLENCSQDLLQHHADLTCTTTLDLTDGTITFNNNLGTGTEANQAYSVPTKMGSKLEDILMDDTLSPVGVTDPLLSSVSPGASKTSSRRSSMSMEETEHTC
Numbers without * were called inactive.

SMILES	FBW7 act	TEAD-YAP block	GPR151 activ	MITF inh
COC(=O)C1=CN(Cc2ccc(F)cc2)C=C(C(=O)OC)C1c1cc(OC)ccc1OC	0.2	11	0.5	-8
O=S(=O)(NCCc1ccccn1)c1ccc2c(c1)OCCCO2	0.2	10	-2.1	0
CC1CCCCN1c1ncccc1C(=O)NC1CCCC1 (stereo not drawn)	0.1	-4	6.4*	30
Nc1n[nH]c(=S)n1C1CCCCC1	0.1	5	0.2	6
CC(=O)c1cccc(NC(=O)c2ccc(N3CC4CC(C3)c3cccc(=O)n3C4)c(NC(=O)Cc3c(F)cccc3Cl)c2)c1 (stereo not drawn)	0.4	14	0.7	3
N#Cc1ccc(C(=O)OCc2ccccc2)cc1	0.0	9	-0.2	9
CC(C)(C)OC(=O)C(N)CCCCNC(=O)OCc1ccccc1 (stereo not drawn)	0.0	12	0.0	8
Cn1c(=O)[nH]c(=O)c2c1nc(N1CCOCC1)n2CC(N)=O	0.2	0	0.1	9
CCc1cc(C(=O)OC)c(NC(=S)NNC(=O)c2ccncc2)s1	0.0	-2	-1.8	8
CC1CCN(c2c(NCc3ccc(C(=O)NC4CCCCCCC4)cc3)c(=O)c2=O)CC1	-0.1	-10	2.2	-4
O=C(NCc1noc2ccccc12)NC1CCCCCC1	0.0	-27	-1.3	2
COc1ccc(Nc2c(-c3cccc(O)c3)nc3ncccn23)cc1OC	0.6	3	-0.3	1
Cc1ccc(C)c(CSc2nnc(-c3ccncc3)o2)c1	-0.6	5	-2.1	-4
COc1ccc(C2(C(=O)NCCc3nc(-c4ccncc4)n[nH]3)CC2)cc1	-0.1	13	1.1	-18
COc1ccccc1N1CCN(C2CCCN(Cc3cnn(C)c3)C2)CC1 (stereo not drawn)	0.0	6	-0.7	-12
CC(C)n1c(CN(C)Cc2ccccc2)nc2c1c(=O)n(C)c(=O)n2C	-0.1	50*	2.1	7
Cc1cccc(C(=O)Nc2ccc3nc(SCC(=O)NCCc4ccccc4)sc3c2)c1	0.0	-19	2.9	-4
CCOC(=O)c1c(C)oc2ccc(N(C(=O)c3ccccc3Cl)S(=O)(=O)c3cccc([N+](=O)[O-])c3)cc12	0.1	2	-1.8	14
COc1cc(/C=c2\sc3nc(-c4ccc(Br)cc4)nn3c2=O)ccc1OCc1ccccc1	0.0	-12	1.4	-6
COc1cc(OC)cc(C(=O)OCCN(C2=NS(=O)(=O)c3ccccc32)c2ccccc2)c1	0.0	-14	0.3	-4
CCOC(=O)c1c(NC(=O)COc2ccc([N+](=O)[O-])cc2)sc2c1CCC(CC)C2 (stereo not drawn)	0.1	-6	-0.7	-8
COc1ccc(C(NC(=O)/C=C\c2ccc3c(c2)OCO3)C(=O)Nc2ccc3c(c2)OCCO3)cc1 (stereo not drawn)	0.1	19	-0.1	-4
CCC(=O)Nc1nnc(-c2ccc(C)cc2)s1	-0.1	-81	-0.3	4
Cc1ccccc1NC(=O)CSc1ncn[nH]1	0.0	1	0.7	3
Cn1c2c(c(=O)n(C)c1=O)C(c1cccc(Cl)c1)C1=C(CCCC1=O)N2 (stereo not drawn)	-0.1	-4	-0.3	-3
Cc1ccc(CN2CCN(c3cccc(C(F)(F)F)c3)CC2)o1	-0.1	5	0.5	-9
COc1ccc(NC(=S)NNC(=O)c2cccc(OC(C)C)c2)c(OC)c1	0.5	-4	2.3	5
Cc1cccc(OCc2nnc(SC(C)C(=O)NC(N)=O)o2)c1 (stereo not drawn)	-0.2	-14	0.3	-7
CCOc1ccc(NC(=O)COc2ccccc2)c([N+](=O)[O-])c1	0.6	-51	-0.6	19
Cc1ccc(-c2csc(N(C)C(=O)CCCl)n2)cc1	0.0	-8	0.2	12

Structures listed so far that contain a Cl atom (four):
SMILES	FBW7 act	TEAD-YAP block	GPR151 activ	MITF inh
CC(=O)c1cccc(NC(=O)c2ccc(N3CC4CC(C3)c3cccc(=O)n3C4)c(NC(=O)Cc3c(F)cccc3Cl)c2)c1 (stereo not drawn)	0.4	14	0.7	3
CCOC(=O)c1c(C)oc2ccc(N(C(=O)c3ccccc3Cl)S(=O)(=O)c3cccc([N+](=O)[O-])c3)cc12	0.1	2	-1.8	14
Cn1c2c(c(=O)n(C)c1=O)C(c1cccc(Cl)c1)C1=C(CCCC1=O)N2 (stereo not drawn)	-0.1	-4	-0.3	-3
Cc1ccc(-c2csc(N(C)C(=O)CCCl)n2)cc1	0.0	-8	0.2	12

Going on with the list.
SMILES	FBW7 act	TEAD-YAP block	GPR151 activ	MITF inh
CCN(CC(=O)NCc1ccc(F)cc1)S(=O)(=O)c1ccc(F)c(F)c1F	0.0	3	-0.6	8
Cc1c(NC(=O)COc2ccccc2Cl)cccc1-c1nc2ncccc2o1	-0.1	-3	-0.1	-1
CCOc1ccc(C(=O)Nc2nnc(CC)s2)cc1Cl	-0.1	-2	-1.5	3
CCOC(=O)c1sc(N/N=C/c2cc(Br)c(O)c(OC)c2)nc1C	0.3	-9	0.3	21
CCOC(=O)C1C(=O)C=C(c2ccco2)CC1c1ccc(OC)cc1 (stereo not drawn)	0.0	-2	2.0	12
CCOC(=O)C1CCN(C(=O)c2c[nH]c3ccc(S(=O)(=O)N(C)c4ccc(F)cc4)cc3c2=O)CC1	-0.1	0	-0.1	-2
O=C(N/N=C/c1ccccc1O)c1ccc(F)cc1	-0.1	-34	-0.4	27
C=CCn1c(CN(C)Cc2ccc3cccc(OC)c3n2)nnc1SCC1CCCO1 (stereo not drawn)	0.0	1	1.1	-9
COC(=O)c1c(OCc2ccccn2)cc(=O)n2c1CCN(C(=O)CC1CCCC1)CC2	0.4	-15	0.8	-1
COc1ccc(-c2nnc(SCC(=O)Nc3nc4ccccc4s3)n2C)cc1	-0.2	-2	-1.1	-6
CCOC(=O)C1CCCN(c2cc(C)c3cc(OC)ccc3n2)C1 (stereo not drawn)	0.2	1	1.0	3
C/C=C/C=C(/NC(=O)c1ccccc1)C(=O)OC	-0.1	4	-0.6	3
O=C1CC(NCc2nc3c(s2)CCCCC3)C(=O)N1c1ccc(-c2nc3ccccc3o2)cc1 (stereo not drawn)	0.9	-4	-0.7	20
COC(=O)C1CCN(c2ncnc3[nH]ncc23)CC1	-0.1	-4	2.5	11
CCOC(=O)c1ccc(NC(=O)C(=O)NC2CCC(C)CC2)cc1 (stereo not drawn)	-0.1	-11	0.2	0
Nc1ncnc2c1nc1n2CC(O)CS1 (stereo not drawn)	0.0	6	1.1	12
CCC(C)OC(=O)C1=C(C)OC23OC(N)=C(C#N)C12C(=O)c1ccccc13 (stereo not drawn)	-0.1	-5	-1.3	3
CC(NS(=O)(=O)c1ccc(F)cc1)C(=O)Nc1ccc2c(c1)OCCO2 (stereo not drawn)	0.1	-5	-0.6	-7
CC[C@H](C)[C@H](NC(=O)CCC1(Cc2ccc(F)cc2)CCC(=O)N1)C(=O)OC (stereo partly drawn)	0.9	5	0.9	0
COc1ccccc1-n1cnc2cc(NC(=O)c3ccccc3)ccc21	0.0	38*	0.0	9
Cc1ccc2c(c1)/C(=c1/sc3n(c1=O)CN(c1ccc(F)cc1)CN=3)C(=O)N2	-0.1	7	0.0	3
CN(C)S(=O)(=O)c1ccc(C(=O)NCCCN2CCN(c3ccccc3)CC2)cc1	-0.3	5	-0.9	3
Cc1nc(SCC(=O)Nc2c(C)nn(C)c2C)c2cnn(-c3ccccc3)c2n1	0.0	8	1.5	-19
COc1ccc(-c2noc(=O)n2Cc2ccccn2)cc1	0.1	1	0.5	8
CCc1nc2ccccc2n1CC(=O)N1CCC(C(N)=O)CC1	-0.1	4	-0.6	-2
CCCCNC(=O)CCCn1c2ccccc2c2cn[nH]c(=O)c21	0.1	-2	-0.2	2
Nc1cc(-c2n[nH]c(=S)o2)ccc1Cl	-0.1	9	-0.1	14
CCn1c(=O)cc(OCC(=O)N2CCOCC2)c2ccccc21	-0.3	-11	-1.6	4
CC(=O)Nc1ccc(S(=O)(=O)Nc2ccc(S(=O)(=O)Nc3ccccc3)cc2)cc1	0.1	6	-0.8	6
COc1ccc(/C=N/NC(=O)c2c[nH]c3ccccc23)cc1O	-0.1	-58	1.2	0

Compound profiles, from the list above. Order of screens: FBW7 act | TEAD-YAP block | GPR151 activ | MITF inh
CC(NS(=O)(=O)c1ccc(F)cc1)C(=O)Nc1ccc2c(c1)OCCO2 (stereo not drawn) is entered as 0.1 | -5 | -0.6 | -7
Cc1ccc2c(c1)/C(=c1/sc3n(c1=O)CN(c1ccc(F)cc1)CN=3)C(=O)N2 is entered as -0.1 | 7 | 0.0 | 3
CC[C@H](C)[C@H](NC(=O)CCC1(Cc2ccc(F)cc2)CCC(=O)N1)C(=O)OC (stereo partly drawn) is entered as 0.9 | 5 | 0.9 | 0
Cc1nc(SCC(=O)Nc2c(C)nn(C)c2C)c2cnn(-c3ccccc3)c2n1 is entered as 0.0 | 8 | 1.5 | -19
CC(=O)Nc1ccc(S(=O)(=O)Nc2ccc(S(=O)(=O)Nc3ccccc3)cc2)cc1 is entered as 0.1 | 6 | -0.8 | 6

Some values from the entries so far.
COc1cc(OC)cc(C(=O)OCCN(C2=NS(=O)(=O)c3ccccc32)c2ccccc2)c1 in MITF inh = -4
O=C1CC(NCc2nc3c(s2)CCCCC3)C(=O)N1c1ccc(-c2nc3ccccc3o2)cc1 (stereo not drawn) in MITF inh = 20

The listing continues:
SMILES	FBW7 act	TEAD-YAP block	GPR151 activ	MITF inh
O=C1c2ccccc2C(=O)N1c1nc([N+](=O)[O-])cs1	-0.4	1	-1.0	-3
CCC(NS(=O)(=O)c1ccc(OC)cc1)C(=O)N1CCC2(CC1)OCCO2 (stereo not drawn)	0.0	8	-0.2	-2
COc1ccc(-n2c(SCC(=O)N3CCOCC3)nc(O)cc2=O)cc1	0.0	0	-1.7	11
C/C=C/C=N/NC(=O)c1nnn(-c2nonc2N)c1CN1CCOCC1	0.1	9	0.2	17
O=C(Cc1cn(-c2ccc(Nc3ccccc3)nn2)c2ccccc12)NCc1cccnc1	-0.1	-19	1.2	3
COc1cccc(C2CC(c3cccs3)=NN2C(=O)CSc2nnc(CNC(=O)COc3ccccc3)n2C)c1OC (stereo not drawn)	0.0	-5	0.6	-12
O=C1NC(CC(=O)N2CCCC2c2nc3ccccc3[nH]2)c2ccccc21 (stereo not drawn)	0.5	-6	-1.2	6
CCN1CCN(c2ccc(NC(=O)Cc3ccccc3)cc2)CC1	0.0	-1	-0.8	8
CC(C)CC(C(=O)O)N1C(=O)C2C3CC(C(Br)C3Br)C2C1=O (stereo not drawn)	0.1	-6	-0.6	9
CC1=C(C(=O)OC2CCCCC2)C(c2cc3c(cc2[N+](=O)[O-])OCO3)C2=C(CC(c3ccc(Cl)cc3)CC2=O)N1 (stereo not drawn)	0.1	10	-1.2	42
O=C(CSc1nc2sc3c(c2c(=O)[nH]1)CCCC3)Nc1c[nH]c(=O)[nH]c1=O	1.2	9	-1.9	10
CC(=O)Nc1ccc(NS(=O)(=O)c2cc3c4c(c2)CC(=O)N4CCC3)cc1	-0.1	-3	-0.4	-13
CCN(CC)c1nc(Nc2ccccc2C)c2cnn(C)c2n1	0.1	-7	4.5	1
Cc1cccc(Nc2nc(C)nc3sc4c(c23)CCC4)c1	-0.2	2	1.7	0
COc1ccc(NC(=O)CC2C(=O)N(Cc3cccs3)C(=S)N2C(C)C)cc1 (stereo not drawn)	-0.2	-8	1.2	-8
CCOc1c(C)cnc2c1c(=O)n(CC(=O)NC)c(=O)n2C	0.0	5	-0.5	9
COc1ccc(CN2CC(=O)N(c3ccc(C)c(C)c3)C2=S)cc1OC	0.1	-2	-1.4	0
COc1cc(Nc2cccc(C(=O)NCCCN3CCCC3=O)n2)cc(OC)c1OC	0.0	2	0.8	1
COc1ccc(NC(=O)C2CC(=O)N(C)C(=Nc3ccccc3OC)S2)cc1 (stereo not drawn)	0.2	15	-0.6	12
Cc1ccc(C(=O)N2CCN(c3ccc([N+](=O)[O-])c(NCCc4ccccc4)c3)CC2)cc1	-0.3	8	0.4	-9
CCOCCOC(=O)COc1ccc2c3c(c(=O)oc2c1)CCC3	-0.1	1	-1.8	11
CCN(CC)c1ccc(NC(=O)CN(C)Cc2cccs2)cc1	0.4	-8	0.6	28
O=C(O)c1cccc2cc[nH]c12	0.1	8	-1.5	9
O=C(c1nn2c(C(F)(F)F)cc(-c3ccco3)nc2c1Cl)N1CCCCCC1	0.3	3	-0.3	22
O=C1CN(C(=O)/C=C/c2cc(Br)ccc2F)CCN1	-0.1	9	0.2	5
COc1ccccc1OCCOCCOc1ccccc1C	0.1	-3	-0.6	3
O=C(NC(=S)Nc1nc(-c2ccccc2)cs1)c1ccc(F)cc1	0.0	-14	-0.4	-3
O=S(=O)(O)c1nc2ccccc2n1Cc1ccccc1F	-0.2	-14	-0.1	-2
O=C(NCCN1CCOCC1)c1cccc(Nc2cnccn2)n1	-0.2	3	0.0	-7
Cc1cc(N2C(=O)CSC2c2cccc(Br)c2)ccc1Br (stereo not drawn)	0.0	-9	-1.3	-5
CC(C)C(c1nnnn1Cc1ccco1)N1CCN(c2ccc(F)cc2)CC1 (stereo not drawn)	-0.1	-5	1.4	-5
S=c1[nH]nc(-c2ccc3c(c2)OCO3)n1-c1ccc2c(c1)OCCO2	0.1	2	-0.1	13
